Gal4-VP16 FLuc = inhibits Gal4-VP16 luciferase reporter, ROR gamma counter-screen; Drosophila S2 Gal4-VP16 UAS-luciferase, luminescence, 20 h; Potency, µM (titrated, usually from 53.6 µM), without a hit: top-dose activity, negative = inhibition, usual class: inhibitors; actives 3.5% (n = 310,000); AID 2546;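 also: Gal4-VP16 expression switched on by copper sulfate through the metallothionein promoter; % is scaled to controls: 0 for no effect and ±100 for the full control effect; nearly all actives have a fitted effect of over 50% in size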
BRCA1 expr up = BRCA1 expression activation. MCF7-BRCA1-FFLuc reporter, luminescence, 48 h; response scale: scaled: vehicle 0%, 10 µM genistein 100%. Potency, µM (highest dose often 46.1 µM), without a hit: at the top dose activation, actives largely listed as activators. actives 1.1% (n = 380,000); also: nearly all actives have a fitted effect of over 80% in size; some results filed as inactive show a strong effect at the top dose
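Luminescence from a BRCA1-driven firefly luciferase in MCF7 cells was the read-out, taken 15 min after substrate addition following 48 h compound exposure at 37 °C. Data were normalized to a 10 microM genistein control and DMSO vehicle.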
FLuc counter = inhibits or activates purified firefly luciferase, miR-21 counter-screen; purified FLuc, Km substrates, luminescence inhibition; P08659; AID 588342; Potency, µM (titrated, usually from 57.5 µM), without a hit: top-dose activity change, negative = inhibition, hits mostly inhibitors; actives 6.9% (n = 360,000);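 also: plate controls were vehicle for no effect and reference inhibitor for full effect; nearly all actives have a fitted effect of over 55% in size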
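Biochemical qHTS of compounds, final roughly 60 µM downward over six points, against 10 nM purified firefly luciferase using Km concentrations of substrates (10 uM D-luciferin, 10 uM ATP) in Tris acetate pH 7.5 buffer; luminescence output.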
MBNL1 CUG block = MBNL1-poly(CUG) RNA binding inhibition. AID 2675. TR-FRET MBNL1-His/biotin-(CUG)12 binding, 665/545 ratio. Q9NR56. Potency, µM (doses to about 57.5 µM), for inactives: at the highest dose activity change, negative = inhibition, most hits filed as inhibitors. actives 0.036% (n = 280,000); active = well fitted inhibition curve with a large enough effect in the signal ratio, with a control signal flat, not every such curve was filed as active; inconclusive = small, poorly fitted or top-dose-only effect, or effect the other way, or a change in a side signal; inactive = no such curve, though single readings can be large or run the other way; the % refers to the signal ratio; also: % is scaled to controls: 0 for no effect and ±100 for the full control effect
Target sequence (Q9NR56 whole entry, looked up): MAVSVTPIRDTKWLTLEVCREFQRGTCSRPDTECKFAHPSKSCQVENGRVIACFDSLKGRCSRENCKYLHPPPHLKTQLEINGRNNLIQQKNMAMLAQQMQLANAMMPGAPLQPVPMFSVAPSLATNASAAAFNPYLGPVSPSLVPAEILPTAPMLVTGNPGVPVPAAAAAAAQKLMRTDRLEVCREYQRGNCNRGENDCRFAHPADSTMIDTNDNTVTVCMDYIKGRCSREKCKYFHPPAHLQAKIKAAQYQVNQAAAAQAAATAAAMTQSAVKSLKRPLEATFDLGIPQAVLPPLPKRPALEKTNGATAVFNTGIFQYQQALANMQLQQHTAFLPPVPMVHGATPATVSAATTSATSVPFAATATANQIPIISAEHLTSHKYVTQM
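TR-FRET between His-tagged MBNL1 and biotin-(CUG)12 RNA, detected with Tb anti-His antibody (0.055 ng/ul) and streptavidin-XL665 (5 nM), 60 min at room temperature. Compounds titrated 92 nM to 58 uM; 665/545 nm ratio normalized to buffer and complex controls.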
Rab9 prom act = activators of Rab9 promoter. Potency, µM (top dose mostly 9.22 µM), inactives show top-dose activation, negative = inhibition, most hits filed as activators. Huh7 Rab9 promoter-luciferase reporter, luminescence, 24 h. actives 2.8% (n = 320,000); also: % of control where 0% means no effect; nearly all actives have a fitted effect of over 60% in size
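Quantitative HTS format; Huh7 Rab9-luciferase reporter cells (1500/well) receive compound 2 h post-plating, incubate 24 h at 37 °C, then get luciferase reagent for 10 min before luminescence reading.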
p53 reactivator = restores transcriptional activity of mutant p53. H1299 p53-A138V BP100-luciferase reporter, luminescence, 24 h. Potency, µM (top dose mostly 92.2 µM), for inactives: at the highest dose activity change, positive = activation, usual class: activators. actives 0.063% (n = 320,000); also: % of control where 0% means no effect; nearly all actives have a fitted effect of over 45% in size
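H1299 (p53-null), stable ts p53-A138V + BP100-Luc; 1000 cells/well, Opti-MEM/10% FBS; cpd 4 pt, 1:5; 24 h, 37 deg C, 5% CO2; detection reagent 10 min RT; luminescence.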
uPA surface inh = cell surface uPA generation inhibition. AID 540303. Potency, µM (titrated, usually from 38.3 µM), inactives show at the top dose activity change, negative = inhibition, most hits filed as inhibitors. cell surface uPA generation assay, qHTS. actives 0.31% (n = 330,000); active = well fitted inhibition curve with a large enough effect; inconclusive = small, poorly fitted or top-dose-only effect; inactive = no such curve, though single readings can be large or run the other way; tested in mouse RAW 264.7 cells; also: % is scaled to controls: 0 for no effect and ±100 for the full control effect; nearly all actives have a fitted effect of over 55% in size
NPC1 promoter act = NPC1 promoter activation. Huh7 NPC1 promoter luciferase reporter, 24 h. Potency, µM (series often up to 9.22 µM), without a hit: at the highest dose activation, actives largely listed as activators. actives 2.4% (n = 320,000);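 also: % of control where 0% means no effect; nearly all actives have a fitted effect of over 60% in size; reporter is driven by a mutant NPC1 promoter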
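Compounds in DMSO were transferred onto Huh7 NPC1-luciferase reporter cells pre-incubated 2 h; after 24 h at 37 °C, Amplite reagent was dispensed and luminescence recorded 10 min later.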
RORgamma inh = ROR gamma (mouse) transcription inhibition. P51450. actives 5.4% (n = 310,000). AID 2551. Drosophila S2 Gal4-RORgamma UAS-luciferase reporter, 20 h. Potency, µM (titrated, usually from 53.6 µM), for the others: at the highest dose activity change, negative = inhibition, most hits filed as inhibitors; also: % is scaled to controls: 0 for no effect and ±100 for the full control effect; nearly all actives have a fitted effect of over 60% in size
Target sequence (P51450 whole entry, looked up, the tested form may be a part): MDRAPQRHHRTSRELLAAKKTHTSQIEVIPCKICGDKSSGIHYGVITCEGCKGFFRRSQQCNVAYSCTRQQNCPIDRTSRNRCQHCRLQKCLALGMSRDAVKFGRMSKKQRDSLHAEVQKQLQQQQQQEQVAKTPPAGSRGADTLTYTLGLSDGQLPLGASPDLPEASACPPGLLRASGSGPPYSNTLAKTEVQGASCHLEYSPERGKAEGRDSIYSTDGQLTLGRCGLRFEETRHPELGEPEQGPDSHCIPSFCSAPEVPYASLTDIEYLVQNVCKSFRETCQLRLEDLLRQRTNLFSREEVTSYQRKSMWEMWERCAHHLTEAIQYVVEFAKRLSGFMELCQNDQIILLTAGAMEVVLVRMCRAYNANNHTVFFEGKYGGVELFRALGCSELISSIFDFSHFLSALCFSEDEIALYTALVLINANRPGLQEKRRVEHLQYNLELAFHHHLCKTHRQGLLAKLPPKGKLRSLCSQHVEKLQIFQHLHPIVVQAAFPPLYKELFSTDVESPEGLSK
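In this cell-based reporter format, copper sulfate (700 uM final) drives Gal4–ROR gamma fusion expression from a metallothionein promoter in Drosophila Schneider cells; compounds preincubated 1 hr, reporter read after 20 hr at ambient temperature.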
ELG1 genotoxic = inducers of genotoxicity in HEK293T ELG1-luciferase cells | HEK293T ELG1-luciferase reporter, luminescence, 16 h | Potency, µM (top dose mostly 46 µM), for inactives: at the highest dose activity change, positive = activation, actives largely listed as activators | actives 1.3% (n = 330,000); also: % of control where 0% means no effect; nearly all actives have a fitted effect of over 60% in size
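Screening used a luciferase reporter fused to human ELG1 in HEK293T cells. Luminescence was read on a CCD plate imager after 16 hr exposure and 30 min ONE-Glo incubation.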
The depositor's hits bear a star; [ ] = dose if it differs, or a comment. Unless noted, calls follow the shape of the dose curve; as a rule, active = well fitted curve in the direction sought with a large enough effect; inconclusive = small, poorly fitted or top-dose-only effect, or another doubt; inactive = no such curve, though single readings can be large; an effect the other way counts as inactive or inconclusive. Potency is read from the fitted curve at half-maximal effect.

O=C(O)C1CCCCC1C(=O)NC1C2CC3CC(C2)CC1C3 (stereo not given) was read as Gal4-VP16 FLuc -0.1%, BRCA1 expr up -3.2%, FLuc counter -0.6%, MBNL1 CUG block 4.5%, Rab9 prom act -0.2%, p53 reactivator inconclusive, uPA surface inh -3.7%, NPC1 promoter act -0.2%, RORgamma inh -3.8% and ELG1 genotoxic 1.5%.
For c1ccc2[nH]c(CCCCc3nc4ccccc4[nH]3)nc2c1 the results were Gal4-VP16 FLuc 1.8%, BRCA1 expr up 4.5%, FLuc counter -6.1%, MBNL1 CUG block -3.4%, Rab9 prom act 4.5%, p53 reactivator -3.9%, uPA surface inh 16.7%, NPC1 promoter act -4.0%, RORgamma inh 18.8% and ELG1 genotoxic -2.8%.
For Cc1c(Cl)ccc(S(=O)(=O)Nc2cccnc2)c1Cl the results were Gal4-VP16 FLuc -3.0%, BRCA1 expr up 0.4%, FLuc counter -0.5%, MBNL1 CUG block -4.8%, Rab9 prom act -18.4%, p53 reactivator -4.6%, uPA surface inh -1.6%, NPC1 promoter act -3.8%, RORgamma inh -10.1% and ELG1 genotoxic -2.3%.
O=S(=O)(/N=C(/Nc1cccc2ccccc12)c1ccccc1)c1cccs1 was read as Gal4-VP16 FLuc -3.5%[0.365 µM], BRCA1 expr up -34.6%, FLuc counter 7.5%, MBNL1 CUG block 8.6%, Rab9 prom act -4.8%, p53 reactivator -12.5%, uPA surface inh 4.0%, NPC1 promoter act -0.7%, RORgamma inh -15.9% and ELG1 genotoxic -5.8%.
Screening CNc1nc(C)c([N+](=O)[O-])c(Nc2ccc(OC)cc2)n1 returned Gal4-VP16 FLuc 2.6%, BRCA1 expr up -31.5%, FLuc counter 2.9%, MBNL1 CUG block 13.5%, Rab9 prom act -3.3%, uPA surface inh -3.2%, NPC1 promoter act 0.1%, RORgamma inh -1.5% and ELG1 genotoxic 1.7%.
`CN(C)NC(=O)c1ccc([N+](=O)[O-])s1` gave Gal4-VP16 FLuc 7.2%, BRCA1 expr up -9.7%, FLuc counter 1.1%, MBNL1 CUG block inconclusive, Rab9 prom act 7.3%, p53 reactivator -3.4%, uPA surface inh inconclusive, NPC1 promoter act 1.8%, RORgamma inh -25.5% and ELG1 genotoxic -12.0%.
Clc1cccc(Cl)c1NC1=NCCC1 was read as Gal4-VP16 FLuc -6.9%, BRCA1 expr up 9.9%, FLuc counter 0.2%, MBNL1 CUG block -7.3%, Rab9 prom act 0.0%, p53 reactivator -0.4%, uPA surface inh 4.1%, NPC1 promoter act -3.4%, RORgamma inh -30.3% and ELG1 genotoxic 1.1%.
`CC(=O)NC(Cc1ccc(C)cc1)C(=O)NC1CCN(C(=O)NCc2ccccc2)CC1` (stereo not given) gave Gal4-VP16 FLuc 7.8%, BRCA1 expr up 3.1%, FLuc counter 0.3%, MBNL1 CUG block -1.9%, Rab9 prom act -0.1%, p53 reactivator 12.0%, uPA surface inh 1.3%, NPC1 promoter act -3.6%, RORgamma inh -5.4% and ELG1 genotoxic 2.5%.
For O=C(N=C1SC2CS(=O)(=O)CC2N1c1ccc(Br)cc1)C1CCCO1 (stereo not given) the results were Gal4-VP16 FLuc -1.6%, BRCA1 expr up 0.3%, FLuc counter 2.2%, MBNL1 CUG block -3.4%, Rab9 prom act -3.8%, p53 reactivator 5.5%, uPA surface inh 4.0%, NPC1 promoter act 3.2%, RORgamma inh 5.7% and ELG1 genotoxic 2.1%.
For C=CCc1cc(C)ccc1OCCOCCN1CCN(C)CC1 the results were Gal4-VP16 FLuc 6.3%, BRCA1 expr up 6.2%, FLuc counter 0.1%, MBNL1 CUG block 6.7%, Rab9 prom act 13.4%, p53 reactivator inconclusive, uPA surface inh 6.9%, NPC1 promoter act -4.5%, RORgamma inh -3.8% and ELG1 genotoxic -7.0%.
Screening Cc1cc(N(CCO)CCO)ccc1C(c1ccc(N(CCO)CCO)cc1C)c1ccccc1Cl returned Gal4-VP16 FLuc inconclusive, BRCA1 expr up -78.9%[inhibitor], FLuc counter 2.1%, MBNL1 CUG block 0.1%, Rab9 prom act -5.1%, p53 reactivator 2.7%, uPA surface inh -8.8%, NPC1 promoter act -3.7%, RORgamma inh 133.2% and ELG1 genotoxic -0.1%.
O=C(CSc1nc(-c2cccs2)cc(C(F)(F)F)n1)NCCCn1ccnc1 was read as Gal4-VP16 FLuc -11.2%, BRCA1 expr up -8.5%, FLuc counter 2.0%, Rab9 prom act 1.3%, p53 reactivator -11.5%, uPA surface inh -2.2%, NPC1 promoter act -0.9%, RORgamma inh -3.9% and ELG1 genotoxic 0.8%.
O=C1c2ccccc2C(=O)c2c1ncn2-c1ccccc1 was read as Gal4-VP16 FLuc inconclusive, BRCA1 expr up -91.2%[inhibitor], FLuc counter 3.9%, Rab9 prom act -0.7%, p53 reactivator 26.6%, uPA surface inh -0.1%, NPC1 promoter act 0.4%, RORgamma inh 11.2µM* and ELG1 genotoxic -2.7%.
`CS(=O)(=O)c1ccc2nc(NC(=O)Nc3ccc(Cl)cc3)sc2c1` gave Gal4-VP16 FLuc -4.4%, BRCA1 expr up 13.9%, FLuc counter 0.4%, Rab9 prom act 3.3%, p53 reactivator -4.9%, uPA surface inh 2.3%, NPC1 promoter act -3.0%, RORgamma inh 8.8%[10 µM] and ELG1 genotoxic 5.0%.
For O=C(NC1CCCCC1)C(c1ccc(Cl)cc1)N(C(=O)c1cnccn1)c1ccc2c(c1)OCO2 (stereo not given) the results were Gal4-VP16 FLuc -5.3%, BRCA1 expr up -26.4%, FLuc counter 5.3%, MBNL1 CUG block -8.0%, Rab9 prom act 1.6%, p53 reactivator 0.0%, uPA surface inh 9.9%, NPC1 promoter act -1.5%, RORgamma inh 14.1% and ELG1 genotoxic 0.0%.
CC1CCN(C(=O)CSc2nnc(-c3cccnc3)n2C2CCCCC2)CC1 was read as Gal4-VP16 FLuc -11.1%, BRCA1 expr up -4.6%, FLuc counter -2.7%[2.3 µM], MBNL1 CUG block -3.9%, Rab9 prom act 12.3%, p53 reactivator -13.3%, NPC1 promoter act -1.2%, RORgamma inh 5.3% and ELG1 genotoxic -1.2%.
Screening COc1cc(Cl)ccc1OCc1cc(C(=O)N(C)C2CCOC2)no1 (stereo not given) returned Gal4-VP16 FLuc 24.9%, BRCA1 expr up 12.6µM*, FLuc counter inconclusive, MBNL1 CUG block -0.9%, Rab9 prom act 27.4%, p53 reactivator 21.8%, uPA surface inh -2.4%, NPC1 promoter act inconclusive, RORgamma inh 30.5% and ELG1 genotoxic inconclusive.
Cc1ccc(NC(=O)CN2C(=O)NC3(CCCC3)C2=O)c(Cl)c1 was read as Gal4-VP16 FLuc -2.0%, BRCA1 expr up -5.5%, FLuc counter 0.2%, MBNL1 CUG block 6.8%, Rab9 prom act 7.0%, p53 reactivator -13.6%, uPA surface inh 7.3%, NPC1 promoter act -0.4%, RORgamma inh 0.4% and ELG1 genotoxic 12.1%.
CCc1cccc(OCC(=O)Nc2c[nH]c(=O)[nH]c2=O)c1 was read as Gal4-VP16 FLuc 3.5%, BRCA1 expr up 0.0%, FLuc counter -1.6%, MBNL1 CUG block -5.4%, Rab9 prom act -3.1%, p53 reactivator 0.5%, uPA surface inh 0.6%, NPC1 promoter act -2.1%, RORgamma inh 0.1% and ELG1 genotoxic 9.8%.
Screening Cc1ccc2cc(CCNC(=O)c3c(-c4ccccc4Cl)noc3C)c(=O)[nH]c2c1 returned Gal4-VP16 FLuc -3.7%, BRCA1 expr up -2.9%, FLuc counter -0.4%, MBNL1 CUG block inconclusive, Rab9 prom act -0.7%, p53 reactivator -3.9%, uPA surface inh 3.2%, NPC1 promoter act 0.7%, RORgamma inh 24.0% and ELG1 genotoxic -16.4%.
Screening Cc1c(CCO)c(=O)n(C)n1C(=O)c1ccc(F)cc1 returned Gal4-VP16 FLuc -11.4%, BRCA1 expr up 9.1%, FLuc counter -1.2%, MBNL1 CUG block -7.6%, Rab9 prom act 2.9%, p53 reactivator -1.0%, uPA surface inh 4.9%, NPC1 promoter act -5.0%, RORgamma inh -15.7% and ELG1 genotoxic 2.3%.
Screening Cc1cc(=O)[nH]c(SCC(=O)O)c1C#N returned Gal4-VP16 FLuc -3.8%, BRCA1 expr up 27.0%, FLuc counter -2.9%, MBNL1 CUG block 0.5%, Rab9 prom act 22.7%, p53 reactivator -1.1%, uPA surface inh 1.8%, NPC1 promoter act -1.9%, RORgamma inh -9.8% and ELG1 genotoxic 1.5%.
For CC1(C(=O)Nc2c(F)c(F)c(F)c(F)c2F)CC1(Br)Br (stereo not given) the results were Gal4-VP16 FLuc -6.3%, BRCA1 expr up 2.9%, FLuc counter 3.9%, MBNL1 CUG block -3.3%, Rab9 prom act -6.8%, p53 reactivator 1.3%, uPA surface inh -26.7%, NPC1 promoter act -5.7%, RORgamma inh 21.7% and ELG1 genotoxic -5.7%.
COc1ccc(C(=O)NC2CCCc3c2cnn3-c2ccccc2F)cc1OC (stereo not given) was read as Gal4-VP16 FLuc 2.51µM*, BRCA1 expr up -32.8%, FLuc counter 1.8%, MBNL1 CUG block 0.3%, Rab9 prom act -22.4%, p53 reactivator -4.4%, uPA surface inh -18.3%, NPC1 promoter act -20.3%, RORgamma inh inconclusive and ELG1 genotoxic -0.2%.
